Screens from PubChem.
CHT inh: inhibitors of human choline transporter CHT; High affinity choline transporter 1 (Homo sapiens), Q9GZV3; CHT-expressing cells, membrane potential dye, choline response; active compounds read low; B-score at 10 µM; actives 0.86% (n = 310,000);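 active = B-score over 3 SD under the library average, and starting fluorescence ratio not unusually high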;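 note: choline stimulus applied at its EC90 after an EC20 pre-addition; B-score computed on integrated fluorescence ratio after choline addition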
Target sequence (Q9GZV3 whole entry, looked up): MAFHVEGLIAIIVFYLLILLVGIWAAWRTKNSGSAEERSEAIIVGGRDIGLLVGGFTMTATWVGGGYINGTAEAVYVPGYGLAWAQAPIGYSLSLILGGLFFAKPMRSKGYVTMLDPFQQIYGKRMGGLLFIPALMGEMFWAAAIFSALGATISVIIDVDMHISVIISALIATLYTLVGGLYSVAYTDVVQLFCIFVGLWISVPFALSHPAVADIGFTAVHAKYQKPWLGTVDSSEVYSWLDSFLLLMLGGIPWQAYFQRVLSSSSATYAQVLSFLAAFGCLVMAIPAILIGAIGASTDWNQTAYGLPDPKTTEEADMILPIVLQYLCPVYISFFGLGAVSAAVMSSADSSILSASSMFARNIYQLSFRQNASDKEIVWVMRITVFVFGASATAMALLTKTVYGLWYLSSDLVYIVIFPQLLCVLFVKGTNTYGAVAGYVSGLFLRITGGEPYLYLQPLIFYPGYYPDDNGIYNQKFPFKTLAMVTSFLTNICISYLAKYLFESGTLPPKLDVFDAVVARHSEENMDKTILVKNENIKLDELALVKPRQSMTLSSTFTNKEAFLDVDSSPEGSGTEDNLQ
CHT PAM: CHT positive allosteric modulators, primary screen, cell-based, membrane potential dye, choline EC20; High affinity choline transporter 1 (Homo sapiens), Q9GZV3; CHT-expressing cells; active compounds read high; LV-AA mutant CHT in HEK293 cells; B-score at 10 µM; actives 0.49% (n = 310,000); AID 488977, 2010;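 active = initial fluorescence not abnormally high and integrated response B-score, plate-corrected, over 3 SD above library mean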
STK33 inh: inhibitors of purified STK33 kinase, primary screen, biochemical, ADP-Glo luminescence, homogeneous, cell-free. Serine/threonine-protein kinase 33 (Homo sapiens), Q9BYT3. MBP phosphorylation. inhibition, % at 10 µM. actives 0.073% (n = 320,000). AID 2661, 2010;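 active = inhibition at or above 25%, using the most active replicate where run in duplicate; inactive = inhibition below 25%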
Target sequence (Q9BYT3 whole entry, looked up): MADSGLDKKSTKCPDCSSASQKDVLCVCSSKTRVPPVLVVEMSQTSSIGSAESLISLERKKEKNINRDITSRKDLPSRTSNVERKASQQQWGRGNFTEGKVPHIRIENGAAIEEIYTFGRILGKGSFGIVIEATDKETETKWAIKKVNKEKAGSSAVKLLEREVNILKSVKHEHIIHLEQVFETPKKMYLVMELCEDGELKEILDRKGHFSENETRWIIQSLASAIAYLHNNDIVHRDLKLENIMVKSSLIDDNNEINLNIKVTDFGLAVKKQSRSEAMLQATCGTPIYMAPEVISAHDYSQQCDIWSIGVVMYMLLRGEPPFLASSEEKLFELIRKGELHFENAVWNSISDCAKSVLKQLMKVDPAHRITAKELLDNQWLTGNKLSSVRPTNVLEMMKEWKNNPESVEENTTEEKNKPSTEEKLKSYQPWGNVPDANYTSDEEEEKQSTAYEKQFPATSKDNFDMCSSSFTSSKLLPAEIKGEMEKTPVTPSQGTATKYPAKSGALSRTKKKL
* hit, by the source's call; i = inactive; . = no result given; & = joins results of further samples. Random draw from the library. About 1.5% of those tested had a hit in this group.

Compound | STK33 inh | CHT inh | CHT PAM
COc1ccc(N(CC(=O)NCCSCc2ccco2)S(=O)(=O)c2ccccc2)cc1 | -1.7 | i | i
CCOC(=O)c1cc(CC)sc1NC(=O)c1cc(OC)c(OC)c(OC)c1 | -0.3 | i | i
COc1cccc(Cn2cccc(NC(=O)Nc3ccc(C#N)cc3)c2=O)c1 | -0.4 | i | i
Cc1c(C(=O)OC(C)C)sc2nc[nH]c(=O)c12 | 0.0 | i | i
Cc1ccc(C(=O)O/N=C(/c2nonc2N)N(C)C)cc1 | 0.3 | i | i
N#Cc1c(N)n(-c2cccc(C(=O)O)c2)c2nc3ccccc3nc12 | -2.5 | i | i
CCc1nnc(NC(=O)CCC(=O)N2CCN(Cc3cc(Cl)ccc3OC)CC2)s1 | 0.3 | i | i
CC(=O)Nc1ccc(NC(=O)C(C)OC(=O)CCCN=C2NS(=O)(=O)c3ccccc32)cc1 (stereo not drawn) | 0.8 | i | i
O=C(Cn1ncc2c3ccccc3n(Cc3ccccc3)c2c1=O)NCc1ccco1 | 1.1 | i | i
Cc1occc1C(=O)N1CCN(C(=O)C2CCCO2)CC1 (stereo not drawn) | -1.4 | i | i
Cc1cccc(NC(=S)Nc2ccccn2)c1C | -0.9 | i | i
c1ccc2c(c1)CSc1sccc1C2=C1CCNCC1 | -0.3 | i | i
Cc1cccc(NC(=O)Cn2c(=O)n(C)c3ccccc32)c1 | -1.1 | i | i
O=S(=O)(NCC1CC1)c1cc(Cl)cc(Cl)c1 | -0.6 | i | i
Cc1cc(OCC(=O)NCc2cccnc2)c2c(C)cc(=O)oc2c1 | 0.2 | i | i
CC(C)NC(=O)CSc1nncn1-c1ccccc1 | -0.6 | i | i
O=C(CN(Cc1cccs1)C(=O)CCC(=O)Nc1nccs1)NCc1ccccc1 | -1.5 | i | i
CN(C)CCCN1C(=O)c2oc3ccc(F)cc3c(=O)c2C1c1cccnc1 (stereo not drawn) | -0.4 | i | i
COc1ccc(/C=N/n2c(SC)nnc(C(C)(C)C)c2=O)cc1OC | -0.7 | i | i
CCOC(=O)c1cc2c(=O)n3ccccc3nc2n(C(C)C)c1=NC(=O)c1c(-c2c(F)cccc2Cl)noc1C | -0.2 | i | i
CC1=CC(C)(C)Nc2ccccc21 | -0.5&-0.5 | i | i
COc1cccc(C2C3=C(N=c4s/c(=C\c5ccc(OCC(=O)O)cc5)c(=O)n42)c2ccccc2CC3)c1 (stereo not drawn) | 0.1 | i | i
COc1ccc(C(=O)NC(=S)NNC(=O)COc2ccccc2)cc1 | -2.0 | i | i
CC1CCN(C(=O)c2ccc([N+](=O)[O-])o2)CC1 | -0.3 | i | i
COc1ccc(NN=Nc2nc3c([nH]2)c(=O)n(C)c(=O)n3C)cc1 | -0.2 | i | i
CCOc1ccccc1N(CC(=O)Nc1cc(OC)ccc1OC)S(C)(=O)=O | 2.2 | i | i
CCCN=Cc1sc2ccc(OCC)cc2c1O | -0.9 | i | i
CCCOc1ccc(NCC(=O)Nc2ccc(C)cc2C)cc1 | 0.6 | i | i
Cc1ccccc1C(=O)c1cccn1CC(=O)N1CCCCC1 | 0.0 | i | i
Cc1ccc(N/N=C/c2ccc3c(c2)OCCO3)cc1Cl | -3.0 | i | i
CCC(C)[C@@H](C(=O)N1CCNCC1)n1cc(CCCN=C(N)N)nn1 (stereo partly drawn) | -0.1 | i | i
CN(CC(=O)N1CCN(c2ccccn2)CC1)S(=O)(=O)c1ccc(Cl)cc1 | 1.8 | i | i
O=C(COC(=O)c1ncc(Cl)c(Cl)c1Cl)NC(=O)NCc1ccccc1 | 6.0 | i | i
O=C(CCn1c(=O)[nH]c2ccsc2c1=O)NCCc1ccc(Cl)cc1 | -0.7 | i | i
COC(=O)c1ccccc1S(=O)(=O)N1CCC(C(=O)OCc2ccc([N+](=O)[O-])cc2)CC1 | -1.1 | i | i
CC(=O)c1c(C(C)=O)c(C)n(-c2ccc(C)c(NC(=O)c3ccccc3Cl)c2)c1C | -0.1 | i | i
CC(C)CC(C(=O)NC1CCCCC1)N(Cc1ccccc1)C(=O)c1snc(C(N)=O)c1N (stereo not drawn) | -0.6 | i | i
Cc1c(C(=O)OCC2CCCO2)[nH]c2c1C(=O)CC(c1ccco1)C2 (stereo not drawn) | 1.0 | i | i
C=CCOc1ccccc1C(=O)/C=C1/C(=O)Nc2ccccc21 | -0.3 | i | i
OCCN1CCN(c2ncnc3sc(-c4ccccc4)cc23)CC1 | 1.0 | i | i
O=C(/C=C/c1cccc([N+](=O)[O-])c1)NCCSCc1ccc(Cl)cc1Cl | 0.7 | i | i
CN(C)c1ccc(C(CNS(=O)(=O)c2ccc(F)c(F)c2)c2c[nH]c3ccccc23)cc1 (stereo not drawn) | -1.4 | i | i
COc1ccc(CNC(=O)CCCOc2cc(=O)n(C)c3ccccc23)cc1 | 0.1 | i | i
CCn1c(CNC(=O)Cc2ccc(OC)cc2)nnc1SCC(=O)NC1CCCCC1 | -0.6 | i | i
c1ccc(Nc2nc(CSc3ncn[nH]3)cs2)cc1 | 1.5 | i | i

In a second layout: four of the compounds above.
Cc1c(C(=O)OCC2CCCO2)[nH]c2c1C(=O)CC(c1ccco1)C2 (stereo not drawn)
  STK33 inh: 1.0; CHT inh: i; CHT PAM: i
CC(=O)c1c(C(C)=O)c(C)n(-c2ccc(C)c(NC(=O)c3ccccc3Cl)c2)c1C
  STK33 inh: -0.1; CHT inh: i; CHT PAM: i
O=C(COC(=O)c1ncc(Cl)c(Cl)c1Cl)NC(=O)NCc1ccccc1
  STK33 inh: 6.0; CHT inh: i; CHT PAM: i
COC(=O)c1ccccc1S(=O)(=O)N1CCC(C(=O)OCc2ccc([N+](=O)[O-])cc2)CC1
  STK33 inh: -1.1; CHT inh: i; CHT PAM: i

The list continues:
Compound | STK33 inh | CHT inh | CHT PAM
CCN1CCN(c2ccc(NC(=O)c3ccco3)cc2)CC1 | 1.2 | i | i
CCN1CCCC1CNC(=O)C1c2cc(OC)c(OC)cc2C(=O)N(C)C1c1cccnc1 (stereo not drawn) | 1.9 | i | i
CC(C)Oc1cccc(C(=O)C2CCCN(S(C)(=O)=O)C2)c1 (stereo not drawn) | -1.3 | i | i
CCOc1ccc(N2CC(C(=O)N3CCCCCC3)CC2=O)cc1 (stereo not drawn) | -0.1 | i | i
COC(=O)c1cc(Cl)cc(Cl)c1OS(=O)(=O)N(C)C | -0.8 | i | i
Cn1c(SCC(=O)NC2CCCCCC2)nnc1-c1ccco1 | -1.1 | i | i
O=C(CS(=O)(=O)c1ccccc1)c1cc2cc(F)ccc2oc1=O | 3.3 | i | i
Cc1c(C)c2c(OCC(=O)NCc3ccco3)cc3c(c2oc1=O)CCC(C)(C)O3 | -1.0 | i | i
c1ccc2[nH]c(C3CC3)nc2c1 | 2.9 | i | i
O=c1[nH]c2ccc(Cl)cc2c(-c2ccccc2)c1N1CCN(c2ccccn2)CC1 | 0.2 | i | i
COc1cccc(NC(=O)CCC2CCN(C(=O)c3ccc(C(C)=O)s3)CC2)c1 | -1.8 | i | i
Cc1cc(OC(=O)c2c(Cl)cc(Cl)cc2Cl)nc(C)n1 | 0.1 | i | i
CCOc1ccc(N=NC2C(=O)N(C(N)=S)N=C2C)cc1 (stereo not drawn) | 0.5 | i | i
Cc1ccccc1OCCNc1cc(N2CCCCC2)ccc1[N+](=O)[O-] | 0.3 | i | i
NC1=NC(=O)CC(C(=O)NCc2ccccc2)S1 (stereo not drawn) | -1.9 | i | i

Two entries from above, as labelled records:
SMILES: COc1cccc(NC(=O)CCC2CCN(C(=O)c3ccc(C(C)=O)s3)CC2)c1
  STK33 inh: -1.8 | CHT inh: i | CHT PAM: i
SMILES: Cc1cc(OC(=O)c2c(Cl)cc(Cl)cc2Cl)nc(C)n1
  STK33 inh: 0.1 | CHT inh: i | CHT PAM: i

Carrying on:
Compound | STK33 inh | CHT inh | CHT PAM
COc1ccc(C)cc1S(=O)(=O)NCCc1ccccc1 | 0.3 | i | i
Cc1ccc(OCC(=O)NCCCNC(=O)c2ccncc2)cc1C | -1.5 | i | i
Cc1cc2cc(CCNC(=O)c3cccs3)c(=O)[nH]c2cc1C | -0.2 | i | i
COc1cccc(NC(=O)CN2C(=O)COc3ccc(Cl)cc32)c1 | -2.1 | i | i
CCOC(=O)CSc1nc(-c2ccccn2)ncc1OC | -1.1 | i | i
CCCn1c(=S)[nH]c2ccc(C(F)(F)F)cc21 | 0.8 | i | i
CCCn1nc(CC(=O)O)c2ccccc2c1=O | 0.7 | i | i
COC(=O)c1cc2ccccc2n1Cc1ccc(Cl)nc1 | -1.6 | i | i
O=C(NCCCN1CCOCC1)C(Sc1ccccc1)c1ccccc1 (stereo not drawn) | 0.4 | i | i
CCN(CC)CCCNC(=O)C1CCN(C(=O)c2oc3cc4sc(N(C)C)nc4cc3c2C)CC1 | -1.5 | i | i
CCOC(=O)C1=C(C)NC(=O)CC1c1cc(OC)c(OC)cc1Br (stereo not drawn) | -3.1 | i | i
Cc1ccc(NC(=O)CC(NCCN2CCOCC2)C(=O)O)cc1Cl (stereo not drawn) | -0.2 | i | i
CCn1c(-c2ccc(N)cc2)nc2ccccc21 | 0.4 | i | i
COc1cc2c(cc1OC)C(c1ccc(N(C)C)cc1)NCC2 (stereo not drawn) | 0.9 | i | i
CC(=O)c1ccc(NC(=O)C(=O)c2cn(CC(=O)N3CCCCC3)c3ccccc23)cc1 | -0.5 | i | i
O=[N+]([O-])c1cccc(Cl)c1CSc1ccccn1 | -0.9 | i | i
COc1ccc(CCNC(=O)C/C(C)=N/NC(=O)c2ccc(N)cc2)cc1OC | -0.1 | i | i
COc1ccc(CCN2C(=O)NC(NC(=O)CC(C)C)(C(F)(F)F)C2=O)cc1OC (stereo not drawn) | 0.4 | i | i
Cc1ccc(NS(=O)(=O)c2ccc(C(=O)N3CCCC(C(F)(F)F)C3)cc2)cc1 (stereo not drawn) | 0.4 | i | i
CCOc1ccc(N(Cc2ccc(OC)c(OC)c2)C(=O)c2ccco2)cc1 | -1.6 | i | i
CC1CCN(C(=S)c2ccccc2O)CC1 | -1.0 | i | i
Cc1cc2cc(CNC(=O)c3ccc(S(=O)(=O)N4CCCCC4)cc3)ccc2[nH]1 | -1.2 | i | i
COc1cc(CN(CC2CCCO2)C(=O)c2ccco2)cc(OC)c1OC (stereo not drawn) | -0.3 | i | i
c1ccc(Cc2cc[n+](Cc3ccccn3)cc2)cc1 | -0.7 | i | i
COc1ccccc1C1CCN(C(=O)c2ccc(C(C)(C)C)cc2)CC1 | -1.0 | i | i
CN1CCN(S(=O)C23CC4CC(CC(C4)C2)C3)CC1 (stereo not drawn) | 0.4 | i | i
CC(C)C(=O)N1CCN(c2ccc([N+](=O)[O-])cc2Cl)CC1 | . | i | i
CC(=O)NC(CC(=O)Nc1nccs1)c1ccccc1 (stereo not drawn) | -0.8 | i | i
COCC(C)NC(=O)C1CC(=O)N(c2ccc(C)cc2)C1 (stereo not drawn) | 0.6 | i | i
COc1ccc(Nc2nc3ccc(C)cn3c(=O)c2/C=N/O)cc1 | -1.1 | i | i
CCCCn1c(NC(=O)C2CCCCC2)nc2ccccc21 | -1.4 | i | i
COC(=O)c1nc(-c2ccccc2)n[nH]1 | 0.1 | i | i
CCOc1ccc2nc(CN3CCN(Cc4ccccc4OCC)C(CCO)C3)ccc2c1 (stereo not drawn) | 0.9 | i | i
CCc1cccc(CC)c1NC(=O)C(NS(=O)(=O)c1cccs1)c1ccccc1 (stereo not drawn) | -1.2 | i | i
CCOc1ccccc1NC(=S)Nc1ccc2cn[nH]c2c1 | . | i | i
NC1=NC2(CCCCC2)N=C(Nc2ccc(Br)cc2)N1 | -1.9 | i | i
CC(=O)Nc1ccc(CN2CCN(Cc3ccc(C)cc3)C(CCO)C2)cc1 (stereo not drawn) | -1.2 | i | i
O=c1[nH]c(=S)[nH]c2[nH]c(=S)[nH]c12 | -1.2 | i | i
O=C(COC(=O)CCNS(=O)(=O)c1ccccc1)NNC(=O)c1ccccc1 | -1.2 | i | i
COc1ccc(CCNC(=O)CC(=O)NCCc2ccc(OC)cc2)cc1 | -1.3 | i | i
CCN1CCN(CCCN(Cc2ccco2)C(=S)Nc2ccc(Cl)c(C)c2)CC1 | -0.3 | i | i
CCn1c2ccccc2c2cc(NC(=S)N3CCOCC3)ccc21 | -20 | i | i
CCOC(=O)C1(Cc2ccccc2C)CCCN(C(=O)CCc2cccnc2)C1 (stereo not drawn) | -2.1 | i | i
Cc1ccccc1S(=O)(=O)Cc1ccc(C(=O)NC2CC2)o1 | -2.0 | i | i
CCNC(=S)/C(=C(/[O-])c1ccc([N+](=O)[O-])cc1)[n+]1ccccc1 | 0.8 | i | i
CCOc1ccccc1OCCN1CCC(Cc2ccccc2)CC1 | -0.4 | i | i
CCOC(=O)C1=C(CSc2nc3ccccc3s2)NC(=O)NC1c1cc(C)ccc1C (stereo not drawn) | 0.3 | i | i
COc1ccc(OC)c(S(=O)(=O)N2CCCC(C)C2)c1 (stereo not drawn) | -1.0 | i | i
Cc1ccc(C)c(C(=O)CSc2n[nH]c(-c3ccncc3)n2)c1 | 1.4 | i | i
Cc1ccc(S(=O)(=O)NCCC(=O)NCCN2CCCCCC2)cc1 | -0.7 | i | i
Cc1ccc(NC(=O)C2CCC(N3C(=O)C4CCCCC4C3=O)CC2)cc1 (stereo not drawn) | 0.3 | i | i
CCOC(=O)C1CNc2cc(S(=O)(=O)CC)ccc2O1 (stereo not drawn) | -2.7 | i | i
